ELG1 genotoxic = qHTS screen for small molecules that induce genotoxicity in human embryonic kidney (HEK293T) cells expressing luciferase-tagged ELG1; HEK293T ELG1-luciferase reporter, luminescence, 16 h; Potency, µM (titrated, usually from 46 µM), for inactives: at the top dose activity change, positive = activation, most hits filed as activators; 1.3% of 330,000 active; AID 504466, 2011; further: potency means the concentration at half of the fitted maximal effect; % of control where 0% means no effect; nearly all actives have a fitted effect of over 60% in size
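HEK293T cells expressing luciferase-tagged ELG1 were treated with compound or DMSO for 16 hr at 37°C. Luciferase activity was then read after 30 min with ONE-Glo at room temperature; rising signal flags genetic stress.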
Gal4-VP16 FLuc = VP16 counterscreen qHTS for inhibitors of ROR gamma transcriptional activity | Drosophila S2 Gal4-VP16 UAS-luciferase, luminescence, 20 h | Potency, µM (doses to about 53.6 µM), for inactives: top-dose activity, negative = inhibition, actives largely listed as inhibitors | 3.5% of 310,000 active;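 further: Gal4-VP16 expression switched on by copper sulfate through the metallothionein promoter; potency means the concentration at half of the fitted maximal effect; on the % scale 0 is the no-effect control and ±100 the full control effect; nearly all actives have a fitted effect of over 50% in size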
Tb PFK inh = qHTS Assay to Find Inhibitors of T. brucei phosphofructokinase; ATP-dependent 6-phosphofructokinase (Trypanosoma brucei brucei), O15648; T. brucei PFK, ADP-Glo luminescence; Potency, µM (titrated, usually from 57.5 µM), inactives show at the top dose activity, negative = inhibition, actives largely listed as inhibitors; 0.17% of 330,000 active; AID 485367, 2010;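 further: potency means the concentration at half of the fitted maximal effect; 0% = uninhibited 1x PFK enzyme wells and -100% = no-enzyme wells; nearly all actives have a fitted effect of over 60% in size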
Target sequence (O15648 whole entry, looked up): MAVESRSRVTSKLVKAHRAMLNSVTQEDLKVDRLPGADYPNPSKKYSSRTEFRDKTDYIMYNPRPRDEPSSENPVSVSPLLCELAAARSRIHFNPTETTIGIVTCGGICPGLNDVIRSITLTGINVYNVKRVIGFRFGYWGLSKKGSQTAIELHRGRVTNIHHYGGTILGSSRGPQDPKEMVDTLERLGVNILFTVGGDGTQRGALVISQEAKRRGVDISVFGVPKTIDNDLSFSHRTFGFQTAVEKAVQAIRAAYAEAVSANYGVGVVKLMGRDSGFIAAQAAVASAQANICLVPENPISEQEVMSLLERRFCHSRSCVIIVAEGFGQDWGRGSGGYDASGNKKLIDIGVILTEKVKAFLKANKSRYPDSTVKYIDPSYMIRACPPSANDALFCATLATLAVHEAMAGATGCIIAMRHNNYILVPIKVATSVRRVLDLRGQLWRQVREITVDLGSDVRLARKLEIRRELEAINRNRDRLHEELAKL
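Activity is normalized to no-enzyme wells (full inhibition) and 1.25 nM enzyme wells (no inhibition). Reaction: 0.5 mM F6P, 0.1 mM ATP, 45 min RT, ADP-Glo luminescence; concentration-response curves fitted and classed by quality.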
BRCA1 expr up = qHTS Assay to Identify Small Molecule Activators of BRCA1 Expression; MCF7-BRCA1-FFLuc reporter, luminescence, 48 h; response scale: scaled: vehicle 0%, 10 µM genistein 100%; Potency, µM (series often up to 46.1 µM), for inactives: top-dose activation, most hits filed as activators; 1.1% of 380,000 active; further: potency means the concentration at half of the fitted maximal effect; nearly all actives have a fitted effect of over 80% in size; some results filed as inactive show a strong effect at the top dose
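First, MCF7-BRCA1-FFLuc cells (2000/well) attach for 2 h; next, compounds are pin-added and incubated 48 h at 37 °C; finally, luciferase reagent is added and luminescence read after 15 min.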
Rab9 promoter act = qHTS Assay for Rab9 Promoter Activators | Huh7 Rab9 promoter-luciferase reporter, luminescence, 24 h | Potency, µM (titrated, usually from 9.22 µM), for inactives: at the top dose activation, negative = inhibition, usual class: activators | 2.8% of 320,000 active | AID 485297, 2010; further: potency means the concentration at half of the fitted maximal effect; % of control where 0% means no effect; nearly all actives have a fitted effect of over 60% in size
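Luciferase signal after 10 min detection reagent at ambient indicates Rab9 promoter upregulation; stably transfected Huh7 cells were treated 24 h with compound in DMSO at 37 °C, 5% CO2.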
NPC1 prom act = qHTS Assay for NPC1 Promoter Activators. AID 485313, 2010. 2.4% of 320,000 active. Potency, µM (top dose mostly 9.22 µM), for the others: at the top dose activation, most hits filed as activators. Huh7 NPC1 promoter luciferase reporter, 24 h;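 further: potency means the concentration at half of the fitted maximal effect; % of control where 0% means no effect; nearly all actives have a fitted effect of over 60% in size; reporter is driven by a mutant NPC1 promoter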
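Luminescence read-out of NPC1 promoter-driven luciferase in stably transfected Huh7 cells; compounds delivered in DMSO and left 24 h at 37C, 5% CO2, qHTS titration format.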
FLuc counter = qHTS profiling assay for firefly luciferase inhibitor/activator using purifed enzyme and Km concentrations of substrates (counterscreen for miR-21 project); 6.9% of 360,000 active; Potency, µM (titrated, usually from 57.5 µM), for the others: at the top dose activity change, negative = inhibition, actives largely listed as inhibitors; purified FLuc, Km substrates, luminescence inhibition; AID 588342, 2011;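 further: potency means the concentration at half of the fitted maximal effect; plate controls were vehicle for no effect and reference inhibitor for full effect; nearly all actives have a fitted effect of over 55% in size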
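Biochemical qHTS of compounds, final roughly 60 µM downward over six points, against 10 nM purified firefly luciferase using Km concentrations of substrates (10 uM D-luciferin, 10 uM ATP) in Tris acetate pH 7.5 buffer; luminescence output.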
TRPV1 agonist = HTS Assay for Compounds that Act as Agonists of the Vanilloid Receptor 1; Transient receptor potential cation channel subfamily V member 1 (Homo sapiens), Q8NER1; TRPV1-expressing cells, Fluo-8 calcium influx, agonist mode; activation, % at 8.33 µM; 0.19% of 320,000 active; in the data active means activation above about 80%; inconclusive means between about 30% and that limit; further: 0% is about no effect
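Cells expressing TRPV1 were dye-loaded with Fluo-8 and read kinetically: 10 s baseline, 3 min after compound (agonist portion), then 2 min after EC20 capsaicin (allosteric enhancer portion). Calcium-bound dye fluorescence at 480/520 nm.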
ELG1 DNA repair = qHTS screen for small molecules that inhibit ELG1-dependent DNA repair in human embryonic kidney (HEK293T) cells expressing luciferase-tagged ELG1. HEK293T ELG1-luciferase reporter, luminescence, 16 h; DNA damage induced by 5-fluorouridine. Potency, µM (doses to about 46.1 µM), without a hit: top-dose activity change, negative = inhibition, hits mostly inhibitors. 2.3% of 330,000 active. AID 504467, 2011; further: potency means the concentration at half of the fitted maximal effect; on the % scale 0 is the no-effect control and ±100 the full control effect; nearly all actives have a fitted effect of over 55% in size
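DMSO vehicle served as the neutral condition. Each well held 2,000 cells given 5-fluorouridine plus compound; after 16 hr at 37 °C/5% CO2, ONE-Glo was added and luciferase measured 30 min later.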
RORg inh = qHTS for inhibitors of ROR gamma transcriptional activity; Nuclear receptor ROR-gamma (Mus musculus), P51450; Drosophila S2 Gal4-RORgamma UAS-luciferase reporter, 20 h; Potency, µM (series often up to 53.6 µM), for the others: at the highest dose activity change, negative = inhibition, most hits filed as inhibitors; 5.4% of 310,000 active; AID 2551, 2010; further: potency means the concentration at half of the fitted maximal effect; on the % scale 0 is the no-effect control and ±100 the full control effect; nearly all actives have a fitted effect of over 60% in size
Target sequence (P51450 whole entry, looked up, the tested form may be a part): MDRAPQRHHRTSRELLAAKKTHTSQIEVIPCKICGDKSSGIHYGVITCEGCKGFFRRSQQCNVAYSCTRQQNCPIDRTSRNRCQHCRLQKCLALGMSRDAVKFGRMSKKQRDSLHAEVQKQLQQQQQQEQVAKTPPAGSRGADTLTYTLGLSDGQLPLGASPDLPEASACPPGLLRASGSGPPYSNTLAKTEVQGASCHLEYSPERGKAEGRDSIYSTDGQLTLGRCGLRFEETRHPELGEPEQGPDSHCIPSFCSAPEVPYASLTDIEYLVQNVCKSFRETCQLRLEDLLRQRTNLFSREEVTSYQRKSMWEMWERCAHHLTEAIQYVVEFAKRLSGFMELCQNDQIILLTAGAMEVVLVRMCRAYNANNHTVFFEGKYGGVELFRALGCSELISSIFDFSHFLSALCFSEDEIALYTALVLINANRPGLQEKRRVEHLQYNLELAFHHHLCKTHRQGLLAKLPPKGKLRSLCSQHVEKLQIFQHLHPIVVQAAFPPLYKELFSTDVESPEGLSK
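Stably transfected Drosophila Schneider cells are the test system, with ROR gamma fused to Gal4 and luciferase under UAS control; luminescence is read after 20 hr of 700 uM copper sulfate induction at ambient temperature.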
p53 reactivation = qHTS assay for re-activators of p53 using a Luc reporter; H1299 p53-A138V BP100-luciferase reporter, luminescence, 24 h; 0.063% of 320,000 active; Potency, µM (doses to about 92.2 µM), inactives show at the highest dose activity change, positive = activation, most hits filed as activators; further: potency means the concentration at half of the fitted maximal effect; % of control where 0% means no effect; nearly all actives have a fitted effect of over 45% in size
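p53-null H1299 cells stably carrying temperature-sensitive p53-A138V and a BP100-luciferase reporter were pinned with compounds (4-point, 1:5 series) and held 24 hrs at 37 deg C. Luminescence was read 10 min after detection reagent.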
* = called active by the depositor; ? = inconclusive; . = no result given; [ ] = dose if it differs, or a comment. Unless noted, the call rests on the fitted dose curve; in most records, active means well fitted curve in the direction sought with a large enough effect; inconclusive means small, poorly fitted or top-dose-only effect, or another doubt; inactive means no such curve, though single readings can be large; an effect the other way counts as inactive or inconclusive.

#1 Cc1nn(C)cc1C1C2=C(CC(C)(C)CC2=O)OC2=C1C(=O)CC(C)(C)C2
#2 COCCN(C(=O)COC(=O)/C=C/c1ccc(C)o1)c1c(N)n(Cc2ccccc2)c(=O)[nH]c1=O
#3 CCCCNc1c(-c2cccc(Sc3ccc(OC)cc3)c2)nc2ccccn12
#4 O=C(CSc1ccccc1F)NCCCN1CCCC1=O
#5 O=C(CN1CCc2ccccc2C1)N1CCN(S(=O)(=O)c2ccccc2)CC1
#6 CCOc1ccccc1CNS(=O)(=O)c1cnc[nH]1
assay / entry	1	2	3	4	5	6
ELG1 genotoxic	0%	15%	-6%	?	-8%	0%
Gal4-VP16 FLuc	4%	-2%	.	.	3%[0.365 µM]	-1%
Tb PFK inh	3%	-5%	-1%	7%	-5%	2%
BRCA1 expr up	-11%	-19%	3%	7%	-5%	17%
Rab9 promoter act	0%	-5%	.	-3%	-1%	-5%
NPC1 prom act	0%	-2%	.	-2%	-4%	1%
FLuc counter	?	-1%	.	2%	10%	4%
TRPV1 agonist	-3	-8	.	4	20	3
ELG1 DNA repair	?	5%	?	30%	1%	10%
RORg inh	?	-3%	.	.	-22%	-18%
p53 reactivation	-1%	17%	6%	15%	-9%	3%

#7 CN1CCN(c2nc(-c3ccc(Cl)c(Cl)c3)nc3ccccc23)CC1
#8 CCOc1ccc(NC(=O)CS(=O)CC(=O)NC2CCCc3ccccc32)cc1 (centres undefined)
#9 CCc1cccc(C)c1NC(=O)COC(=O)c1cc([N+](=O)[O-])ccc1N1CCOCC1
#10 CCC(=O)N1CCN=C1SCc1ccc(Cl)cc1
#11 COc1nc(Oc2ccc(/C=N/O)cc2)nc(N(C)C)n1
#12 CCC(C)n1c(=S)[nH]c2ccccc2c1=O (centres undefined)
assay / entry	7	8	9	10	11	12
ELG1 genotoxic	-1%	?	2%	0%	0%	3%
Gal4-VP16 FLuc	-8%	-11%	.	.	-1%	4.5µM*
Tb PFK inh	-11%	0%	-2%	-7%	0%	-1%
BRCA1 expr up	.	-1%	-14%	-24%	-6%	-7%
Rab9 promoter act	2%	0%	1%	1%	1%	0%
NPC1 prom act	-4%	-5%	-2%	0%	-3%	-7%
FLuc counter	-3%	1%	-1%	3%	1%	-6%
TRPV1 agonist	6	1	1	0	1	11
ELG1 DNA repair	2%	0%	14%	5%	?	9%
RORg inh	16%	2%	.	21%[0.365 µM]	17%	0.89µM*
p53 reactivation	5%	0%	-2%	-8%	-4%	0%

#13 NNC(=O)c1ccc(-c2ccccc2F)cc1
#14 COC(=O)c1c(-c2ccccc2Cl)noc1/C=C/N(C)C
#15 Cc1cc(C)cc(C(=O)NCC(=O)NCc2ccc(S(N)(=O)=O)cc2)c1
#16 CC(=O)Nc1ccc2nc(NC(=O)COc3ccc([N+](=O)[O-])cc3)sc2c1
#17 Cc1c(Br)c([N+](=O)[O-])nn1CCCC(=O)NC(C)c1ccccc1 (centres undefined)
#18 Cc1ccc(-n2nc3c(=O)n(CC(=O)NCCCc4ccccc4)nc(C)c3c2C)cc1
assay / entry	13	14	15	16	17	18
ELG1 genotoxic	-4%	-8%	0%	4%	1%	-9%
Gal4-VP16 FLuc	?	?	-1%	6%	-5%	1%
Tb PFK inh	0%	-3%	3%	-7%	-11%	1%
BRCA1 expr up	-9%	-27%	1%	34%	0%	-31%
Rab9 promoter act	7%	0%	0%	-3%	-1%	-6%
NPC1 prom act	1%	10%	-2%	1%	-5%	-5%
FLuc counter	?	-13%	-1%	3%	-3%	2%
TRPV1 agonist	.	9	-2	1	7	2
ELG1 DNA repair	?	?	12%	19%	-4%	-30%
RORg inh	?	?	1%	-11%	17%	11%
p53 reactivation	-3%	-3%	-3%	2%	?	-1%

#19 O=C(c1cc(Cl)cc(Cl)c1)N1CCOCC1
#20 Cc1ccc(CNC(=O)CN2C(=O)NC3(CC(C)CC(C)(C)C3)C2=O)cc1 (centres undefined)
#21 COc1ccc(NCc2nc3ccccc3n2C)cc1
#22 Cc1ccc(CNC(=O)/C=C/c2cccs2)cc1
#23 CCNc1nc(Oc2ccc(=O)n(-c3ccccc3)n2)nc(N2CCOCC2)n1
#24 COc1ccc(NN=Nc2ccc([N+](=O)[O-])cc2)cc1
assay / entry	19	20	21	22	23	24
ELG1 genotoxic	-1%	0%	5.2µM*	10%	4%	?
Gal4-VP16 FLuc	-1%	.	-9%	12%	0%	2%
Tb PFK inh	21%	0%	-10%	-10%	-11%	-1%
BRCA1 expr up	4%	-10%	4µM*	?	4%	?
Rab9 promoter act	-12%	0%	2.2µM*	16%	-2%	3.5µM*
NPC1 prom act	2%	-4%	1.8µM*	15%	0%	?
FLuc counter	2%	0%	11µM*	?	7%	2.4µM*
TRPV1 agonist	0	0	5	18	1	1
ELG1 DNA repair	?	20%	?	?	?	?
RORg inh	-9%	.	?	21%	-15%	43%
p53 reactivation	-4%	-2%	.	17%	-10%	.

#25 C=CCn1c(=S)[nH]c2scc(-c3cccs3)c2c1=O
#26 CC(=O)Nc1cccc(OCCCNC(=O)c2ccc(F)cc2)c1
#27 Cc1cc(C(=O)OCC(=O)c2c(N)n(C)c(=O)n(C)c2=O)c(C)n1-c1ccccc1
#28 CN1CCc2c(c3c(n2C)CCN(C)C3c2ccc(F)cc2)C1c1ccc(F)cc1 (centres undefined)
#29 CCc1ccc(C(=O)NNC(=O)c2ccc3c(=O)n4c(nc3c2)CCC4)cc1
#30 Cc1ccc2c(c1)c(C)c(C)n2CC(O)Cn1nnc2ccccc21 (centres undefined)
assay / entry	25	26	27	28	29	30
ELG1 genotoxic	-21%	4%	?	0%	-1%	11%
Gal4-VP16 FLuc	0.79µM*	-12%	-9%	7%	4%	-8%
Tb PFK inh	-10%	0%	4%	3%	1%	-5%
BRCA1 expr up	-40%	22%	1%	-10%	0%	101%
Rab9 promoter act	1%	21%	1%	-14%	-1%	?
NPC1 prom act	-3%	3%	0%	1%	-2%	30%
FLuc counter	13µM*	?	?	0%	-19%	?
TRPV1 agonist	6	25	2	-1	0	5
ELG1 DNA repair	?	?	11%	4%	11%	?
RORg inh	0.63µM*	10%	37%	-2%	15%	?
p53 reactivation	3%	4%	-5%	-8%	-1%	?

#31 COc1ccc(C(=O)N(CC(=O)Nc2sc(C)c(C)c2C(N)=O)C2CCCC2)cc1
#32 COC(=O)c1ccccc1NC(=O)Nc1ccc(C(=O)N2CCCC2)cc1
#33 COc1ccc(CCNc2cc(=O)[nH]c(N)n2)cc1
#34 CCC(=O)Nc1nc(C)c(Oc2ccccc2)c(=O)[nH]1
#35 CC(=O)NC1=NN(C(C)=O)C(C)(c2ccccn2)S1 (centres undefined)
assay / entry	31	32	33	34	35
ELG1 genotoxic	-5%	-2%	0%	3%	2%
Gal4-VP16 FLuc	-2%	-2%	-1%	1%	5%
Tb PFK inh	-13%	-3%	0%	2%	-5%
BRCA1 expr up	-19%	-41%	8%	21%	-30%
Rab9 promoter act	3%	1%	3%	7%	-7%
NPC1 prom act	-2%	9%	-2%	-1%	-3%
FLuc counter	0%	2%	1%	-6%	-1%
TRPV1 agonist	5	-4	0	-2	2
ELG1 DNA repair	0%	-1%	9%	0%	11%
RORg inh	-7%	19%	26%	22%	-5%
p53 reactivation	1%	-6%	2%	3%	-2%

Random excerpt: four compounds from above, in no set order.
#35 CC(=O)NC1=NN(C(C)=O)C(C)(c2ccccn2)S1 (centres undefined)
#34 CCC(=O)Nc1nc(C)c(Oc2ccccc2)c(=O)[nH]1
#31 COc1ccc(C(=O)N(CC(=O)Nc2sc(C)c(C)c2C(N)=O)C2CCCC2)cc1
#32 COC(=O)c1ccccc1NC(=O)Nc1ccc(C(=O)N2CCCC2)cc1
assay / entry	35	34	31	32
ELG1 genotoxic	2%	3%	-5%	-2%
Gal4-VP16 FLuc	5%	1%	-2%	-2%
Tb PFK inh	-5%	2%	-13%	-3%
BRCA1 expr up	-30%	21%	-19%	-41%
Rab9 promoter act	-7%	7%	3%	1%
NPC1 prom act	-3%	-1%	-2%	9%
FLuc counter	-1%	-6%	0%	2%
TRPV1 agonist	2	-2	5	-4
ELG1 DNA repair	11%	0%	0%	-1%
RORg inh	-5%	22%	-7%	19%
p53 reactivation	-2%	3%	1%	-6%

High-throughput results from PubChem BioAssay.
